# HIF activator: HIF pathway transcriptional activation; activation, % at 7.5 µM (by protocol); AID 1910; U2OS HRE-luciferase reporter, luminescence; normalized: DMSO 0%, desferrioxamine 100%; actives 0.32% (n = 300,000);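 active means mean activation of at least 10% of the iron chelator positive control signal, with at least half of replicates also reaching 10%; inconclusive means mean and replicate majority disagree about reaching 10%; inactive means mean and most replicates under 10%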
# MrgX1 PAM: allosterically activates human MrgX1 receptor signaling; Q96LB2; MrgX1-HEK293, Fluo-4 calcium flux, FDSS; active compounds read high; B-score at 10 µM; actives 0.63% (n = 310,000); AID 588675;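 active means plate-corrected calcium response at least 3 library SD above typical, normal starting fluorescence, not activating the receptor alone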;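 further: compound read alongside a low EC10 to EC30 dose of BAM8-22 agonist; peak minus trough fluorescence over baseline measured at the second addition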
# Target sequence (Q96LB2 whole entry, looked up): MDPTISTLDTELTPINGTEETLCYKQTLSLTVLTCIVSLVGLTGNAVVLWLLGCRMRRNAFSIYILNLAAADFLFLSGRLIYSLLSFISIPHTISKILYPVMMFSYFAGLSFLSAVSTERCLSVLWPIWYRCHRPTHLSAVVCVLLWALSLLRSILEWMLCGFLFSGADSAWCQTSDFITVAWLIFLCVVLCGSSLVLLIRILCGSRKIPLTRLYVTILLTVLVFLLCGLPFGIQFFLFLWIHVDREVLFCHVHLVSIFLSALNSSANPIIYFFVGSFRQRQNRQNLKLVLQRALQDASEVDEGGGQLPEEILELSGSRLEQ
# SKKanGAS inh: blocks kanamycin growth of S. pyogenes SKKanGAS strain | BacTiter-Glo, 6 h | inhibition, % at 7.5 µM | actives 1.3% (n = 300,000) | AID 1662;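 active means mean replicate score, as percent of positive control median, at least 50; inconclusive means mean below 50 but one replicate at or above 50; inactive means mean and every replicate below 50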;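 further: strain carries kanamycin resistance gene driven by streptokinase promoter and grows in 40 µg/ml kanamycin; loss of luminescence reflects streptokinase promoter inhibition or plain growth inhibition; 0% = median of DMSO wells and 100% = positive control at its reference dose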
# TRPC6 inh: blocks the mouse TRPC6 cation channel; Q61143; HEK293-TRPC6, membrane potential dye, ACh-evoked depolarization; active compounds read low; B-score at 10 µM; actives 1.1% (n = 310,000); AID 2553;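 active means B-score under library mean minus 3 SD, initial fluorescence not abnormally high, positive integrated signal ratio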;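 further: B-score derived from integrated fluorescence ratio over the kinetic read; more negative B-score means stronger inhibition of depolarization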
# MrgX1 agonist: agonists of human MrgX1 receptor | MrgX1-HEK293 cells, Fluo-4 calcium fluorescence, agonist mode; active compounds read high | AID 588627 | actives 0.44% (n = 310,000) | B-score at 10 µM;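 active means calcium response B-score plate-corrected fluorescence ratio at least 3 library SD, with starting fluorescence B-score inside 5 SD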
#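 System: HEK293 cells stably expressing human MrgX1 receptor; Dosing: test compound in the initial addition of three; Schedule: overnight plating, then 30 min 37 °C plus 30 min room-temperature dye loading; Detection: kinetic calcium dye fluorescence, Fluo-4 NW; Controls: per-plate positive and negative controls for Z′ factor.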
# MrgX1 antagonist: antagonists of human MrgX1 receptor | AID 588676 | MRGX1-HEK293 calcium flux, Fluo-4, BAM8-22 antagonism; active compounds read low | Q96LB2 | actives 1.3% (n = 310,000) | B-score at 10 µM;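 active means calcium-response B-score plate-corrected more than 3 library SD below zero, starting fluorescence within 5 deviations, no agonist response on first addition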;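 further: peak minus trough fluorescence over baseline after final BAM8-22 challenge near maximal dose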
# RGS4 block: human RGS4 inhibition | B-score at 10 µM | actives 0.45% (n = 310,000) | AID 463165 | HEK293 M3R/RGS4 inducible, Fluo-4 calcium flux; active compounds read high; triggered by carbachol at its EC20 | P49798;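 active means B-score, a plate-corrected calcium signal, over three deviations above library mean, with baseline fluorescence within five deviations of library mean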;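 further: RGS4 expression induced by doxycycline in cells with stable M3 receptor; B-score is computed from the integrated fluorescence ratio over baseline after carbachol; higher B-score means a larger calcium signal and so more RGS4 inhibition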
# Target sequence (P49798 whole entry, looked up): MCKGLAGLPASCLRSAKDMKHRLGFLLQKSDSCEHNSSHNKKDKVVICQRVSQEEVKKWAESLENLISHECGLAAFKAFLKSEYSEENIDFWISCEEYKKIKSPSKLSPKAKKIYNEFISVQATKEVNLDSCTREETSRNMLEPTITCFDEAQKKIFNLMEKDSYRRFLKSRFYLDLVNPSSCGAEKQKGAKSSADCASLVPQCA
# TRPC4 inh: blocks the mouse TRPC4 cation channel. Q9QUQ5. HEK293 TRPC4beta/mu-opioid, DAMGO-evoked Fluo4 calcium flux; active compounds read low. B-score at 10 µM. actives 0.39% (n = 300,000);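 active means B-score over 3 SD under the library average, no early fluorescence shift, positive overall ratio signal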
#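 Assay system: HEK293 cells with stable TRPC4beta plus mu-opioid receptor expression; Probe or stimulus: DAMGO in two steps, submaximal then maximal; Dosing: single-point compound dosing; Measured by: Fluo4 calcium-dye fluorescence, kinetic read; Read-out basis: B score from integrated Fluo4 fluorescence ratio.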
# TRPC6 activator: activators of mouse TRPC6 channel | Q61143 | HEK293-TRPC6 membrane potential dye fluorescence; active compounds read high | B-score at 10 µM | actives 0.13% (n = 310,000) | AID 2550;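 active means B-score of the integrated fluorescence ratio above library mean plus 3 SD, and starting fluorescence ratio within library mean plus 5 SD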;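 further: higher score means more depolarization so channel activation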
# RGS4 pot: RGS4 potentiation or activation; HEK293 M3R/inducible RGS4, carbachol calcium flux Fluo4; active compounds read low; B-score at 10 µM; actives 0.92% (n = 310,000); AID 463111;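 active means B-score of the integrated calcium signal more than 4 SD below the library mean, with starting fluorescence not abnormally high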;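 further: negative B-score means reduced calcium response which marks RGS4 activation or potentiation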
#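 Assay system: Inducible-RGS4 HEK293 cells carrying M3 receptor | Schedule: Compound preincubation 20 min at room temperature before agonist | Signal: Kinetic calcium fluorescence imaging with Fluo4-AM dye, 2 µM | Read-out basis: B score from integrated fluorescence ratio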
# Platelet DG rel: modulates dense granule release in human platelets; inhibition, %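 (compounds screened at 7.5 µM in platelet-rich plasma)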; AID 1663; actives 0.22% (n = 300,000); human platelet-rich plasma, SFLLRN dense granule ATP release, luminescence;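 active means mean replicate score, as percent of positive control, at or above 50; inconclusive means mean below 50 but at least one replicate at or above 50; inactive means mean and every replicate below 50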
# The depositor's hits bear a star; i = inactive; ? = inconclusive; · = no result given; & = joins results of further samples.
SMILES,HIF activator,MrgX1 PAM,SKKanGAS inh,TRPC6 inh,MrgX1 agonist,MrgX1 antagonist,RGS4 block,TRPC4 inh,TRPC6 activator,RGS4 pot,Platelet DG rel
Cn1c(SCC2CCCCC2)nnc1-c1ccncc1,1.3,i,-1.3,i,i,i,i,i,i,i,-1.4
CS(=O)(=O)c1ccc(-c2nnc(NC(=O)c3ccc(S(=O)(=O)N4CCCC4)cc3)o2)cc1,-0.5,i,12.3,i,i,i,i,i,i,i,-0.5
O=C(O)CSc1nc2ccccc2n1C1CCCCC1,-1.1,i,6.2,i,i,i,i,i,i,i,4.0
CCOc1ccc(-c2nnc(NC(=O)CCCOc3cccc(C)c3)o2)cc1,0.6,i,39.3,i,i,i,i,i,i,i,1.9
Cc1cc(=O)oc2cc(OCCSc3nnc(-c4ccccc4)o3)ccc12,0.1,i,4.5,i,i,i,i,i,i,i,-9.4
O=c1cc2c(nn1Cc1cccc(Cl)c1)-c1ccccc1CC2,1.0,i,24.9,i,i,i,i,i,i,i,4.5
CCCCN(C)CCCNC(=O)C1CC(=O)N(Cc2ccc(OC)cc2)C1 (configuration not stated),0.2,i,-2.5,i,i,i,i,i,i,i,-2.4
O=c1[nH]cnc2sc(-c3ccccc3)cc12,1.4,i,1.0,i,i,i,i,i,i,i,-1.1
CCOC(=O)c1ccccc1NC1OC(=O)c2ccccc21 (configuration not stated),-18.1,i,0.1,i,i,i,i,i,i,i,-4.8
O=C(CCC(=O)Nc1ccc(F)cc1)N/N=C/c1ccc(O)cc1,-0.6,i,3.4,i,i,i,i,i,i,i,0.1
CCCCCCCc1n[nH]c(=S)n1Cc1ccccc1,-0.5,i,1.0,i,i,i,i,i,i,i,21.4
CN(C)C=Nc1nc2ccccc2nc1N1CCCC1,0.6,i,9.9,i,i,i,i,i,i,i,-12.5
CCOC(=O)C1CCN(C(=O)c2ccc(Br)o2)CC1,-0.2,i,5.2,i,i,i,i,i,i,i,-5.8
O=C(CSc1nnnn1-c1ccccc1)Nc1ccc(N2CCOCC2)cc1,0.0,i,-4.9,i,i,i,i,i,i,i,16.1
COc1cccc(N2C(=NC(=O)C3CCCO3)SC3CS(=O)(=O)CC32)c1 (configuration not stated),-0.3,i,-0.3,i,i,i,i,i,i,i,8.0
C/C(=N\S(=O)(=O)c1ccc(C)cc1)NC(=S)Nc1ccccc1,-0.1,i,4.5,i,i,i,i,i,i,i,-2.2
CCCCn1c(N)c(N(CCOC)C(=O)CSc2nnc(-c3ccncc3)n2CCC)c(=O)[nH]c1=O,0.4,i,9.0,i,i,i,i,i,i,i,7.1
CC1CCCN(c2ccc(C(=O)NCc3cccs3)cn2)C1 (configuration not stated),1.5,i,5.5,i,i,i,i,i,i,i,-9.0
Cc1noc(C)c1COC(=O)c1ccc2c(c1)S(=O)(=O)c1ccccc1C2=O,0.3,i,8.1,i,i,i,i,i,i,i,3.8
COc1ccc(C(=O)C2CCN(C(=S)NCC3CCCO3)CC2)cc1 (configuration not stated),0.5,i,0.3,i,i,i,i,i,i,i,-0.2
CC(NC(=O)c1ccc(OC2CCN(S(=O)(=O)N(C)C)CC2)cc1)C1CC1 (configuration not stated),-0.8,i,-2.3,i,i,i,i,i,i,i,2.0
Cc1ccc(N2C(=O)c3ccccc3C2=O)nc1,-0.3,i,-0.3,i,i,i,i,i,i,i,5.7
COc1cc(C)c(S(=O)(=O)Nc2ccc(CC(=O)O)cc2)cc1C,0.0,i,6.8,i,i,i,i,i,i,i,16.2
CCN(Cc1ccccc1)C(=O)COC(=O)CNC(=O)c1ccc(C)s1,1.8,i,0.1,i,i,i,i,i,i,i,9.5
CC1CCCC(NC(=O)CCNC(=O)c2ccccc2Cl)C1C (configuration not stated),-0.1,i,-11.3,i,i,i,i,i,i,i,-12.3
Cn1cccc1C(=O)OCC(=O)NC(=O)NC1CCCCC1,1.4,i,-7.6,i,i,i,i,i,i,i,8.2
N#CC(=C=[N-])c1nc2ccccc2nc1-[n+]1cccc(NC(=O)c2ccccc2)c1,-0.2&-0.3,i,0.2&-2.2,i,i,i,i,i,i,i,3.3&-5.1
Cc1cc(C)c(S(=O)(=O)Nc2ccc3c4c(cccc24)CC3)c(C)c1,1.0,i,41.8,i,i,i,i,i,i,-7.55*,16.5
COc1ccc(CCCc2nnc(SCC(=O)Nc3cc(C)ccc3C)o2)cc1,-0.3,i,-3.4,i,i,i,i,i,i,i,12.8
COc1ccc(C)cc1NC(=O)n1ncc2c(C)cccc21,-3.1,i,9.4,i,i,i,i,i,i,i,1.2
C/C(=C\c1ccccc1)C(=O)Nc1cc(C)on1,-1.4,i,-8.3,i,i,i,i,i,i,i,-4.0
CCOc1cccc(-c2c(C(=O)N/N=C/c3cccnc3)nnn2-c2nonc2N)c1,0.0,i,-7.5,i,i,i,i,i,i,i,1.7
Cc1ccc(C(=O)NCCCn2ccnc2)o1,-0.7,i,1.6,i,i,i,i,i,i,i,-1.9
Fc1cccc(CCN2CCNC[C@@H]2Cc2ccccc2)c1,-0.3,i,-1.7,-5.37*,i,i,i,i,i,i,0.0
CNC(=O)NC(=O)CSc1nc2ccccc2n1CCOC,0.0,i,-0.6,i,i,i,i,i,i,i,-2.7
O=C(NCCc1ccccc1)C(=O)Nc1ccc2c(c1)OCCO2,5.0,i,-15.3,i,i,i,i,i,i,i,6.4
COc1ccccc1N1CC(C(=O)Nc2nnc(SCC(=O)NCC3CCCO3)s2)CC1=O (configuration not stated),-0.3,i,?,i,i,i,i,i,i,i,4.7
NNC(=O)c1cc(C2CC2)nc2ccc(Br)cc12,-3.1,i,1.4,i,i,i,i,i,i,i,6.6
Nc1nnc(SCC(=O)OCC(=O)Nc2ccc(Br)cc2F)s1,-0.9,i,·,i,i,i,i,i,i,i,-6.5
O=C(NCCNC(=O)c1cc(Cl)ccc1Cl)c1cnccn1,-0.2,i,10.0,i,i,i,i,i,i,i,6.5
C=CCOn1c(=O)c(-c2ccc(OC)cc2)[n+]([O-])c2ccccc21,0.4,i,2.4,i,i,i,i,i,i,i,39.3
COCCN1C(=O)c2ccccc2C(C(=O)NCC2CCCO2)C1c1c[nH]c2ccccc12 (configuration not stated),0.2,i,-11.3,i,i,i,i,i,i,i,-1.2
CCOc1cc(/C=C2\N=C(SC(C)C(N)=O)N(c3ccc(OC(F)F)cc3)C2=O)ccc1O (configuration not stated),-0.3,11.4*,25.8,i,i,i,i,i,i,i,-4.5
CCOc1ccccc1Nc1nnc(SCC(=O)Nc2nc(-c3ccc(OC)cc3)cs2)s1,0.8,i,-1.2,i,i,i,i,i,i,i,-4.5
Cc1ccn2cc(-c3ccc(O)c(O)c3)nc2c1,29.6*,i,6.5,-5.33*,i,i,i,i,i,i,-1.8
C=CCSc1nnc(CC(OC)OC)n1-c1ccccc1,0.1,i,-16.2,i,i,i,i,i,i,i,-6.1
O=C(NCc1ccco1)c1ccccc1NS(=O)(=O)c1ccc(Br)s1,-1.1,i,7.4,i,i,i,i,i,i,i,2.6
CCN(CC)CCCNC(=O)CSc1nc(-c2ccc(F)cc2)cc(C(F)(F)F)n1,0.9,i,-6.9,i,i,i,i,i,i,i,2.4
Cc1ccccc1CCNC(=O)C1CCC(=O)N(CCc2cccc(F)c2)C1 (configuration not stated),-2.2,·,4.9,i,·,·,i,i,i,i,-0.5
COc1cccc(OC)c1OCC(O)CN1CCN(c2ccc(F)cc2)CC1 (configuration not stated),0.4,i,-0.8,i,i,i,i,i,i,i,3.7
# Following part
SMILES,HIF activator,MrgX1 PAM,SKKanGAS inh,TRPC6 inh,MrgX1 agonist,MrgX1 antagonist,RGS4 block,TRPC4 inh,TRPC6 activator,RGS4 pot,Platelet DG rel
CC1(C)Cc2c(sc(NC(=O)c3ccc(C(=O)c4ccccc4)cc3)c2C#N)C(C)(C)N1,-0.1,i,32.9,i,i,i,i,i,i,i,-1.3
COc1ccc(C(=O)Cn2nnc(-c3ccc(N4CCOCC4)cc3)n2)cc1OC,0.9,i,13.8,i,i,i,i,i,i,i,0.3
Cc1c(C)n(C)c2ccc(C(=O)NCCCN3CCCCC3)cc12,0.2,i,-3.8,i,i,i,i,i,i,i,-0.2
Cc1nn(Cc2ccc([N+](=O)[O-])cc2)c(=O)n1-c1ccc(Cl)cc1,-0.4,i,-6.7,i,i,i,i,i,i,i,0.6
O=C(NNC(=O)c1ccncc1)Nc1cccc([N+](=O)[O-])c1,·,i,1.1,i,i,i,i,i,i,i,-7.1
COC(=O)CCCCCNC(=S)Nc1ccc2[nH]c(=O)[nH]c2c1,-0.1,i,-5.3,i,i,i,i,i,i,i,1.1
CC1CCCCN1CCn1cnc2c([nH]c3ccccc32)c1=O (configuration not stated),0.6,i,-4.2,i,i,i,i,i,i,i,0.3
Cc1ccc(N2CC(C(=O)Nc3ccc(N(C)C)cc3)CC2=O)cc1C (configuration not stated),-0.4,i,-4.7,i,i,i,i,i,i,i,0.9
Cc1ccc(C)c(CN2C(=O)CSc3ccc(C(=O)NCCN4CCOCC4)cc32)c1,0.2,i,-12.8,i,i,i,i,i,i,i,-7.8
O=C(NCc1ccc(F)cc1)c1cnc2sccn2c1=O,-0.1,i,0.1,i,i,i,i,i,i,i,-0.9
Cc1cc(C)c(-c2csc(NC(=O)C3=COCCO3)n2)cc1C,1.9,i,2.7,i,i,i,i,i,i,i,-6.2
CCc1ccccc1NC(=O)CCS(=O)(=O)c1ccc(Br)cc1,-0.7,i,0.7,i,i,i,i,i,i,i,6.1
CC(NC(=O)CCNC(=O)c1ccco1)c1ccccc1 (configuration not stated),-0.4,i,-4.8,i,i,i,i,i,i,i,-2.0
CCOC(=O)C1CCN(Cc2ccc(O)c(OC)c2)CC1,-0.1,i,-3.1,i,i,i,i,i,i,i,1.8
Cn1cccc1C(=O)OCc1csc(-c2ccccc2)n1,-1.3,i,17.4,i,i,i,i,i,i,i,-0.1

# Compound activity from PubChem.

# This is a random part of the collection, and some 6.1% of all compounds hit somewhere here.
